Source: PubChem (several laboratories)
MEKK2 mut-MEK5 = signal of MEK5 binding to mutant human MEKK2 PB1 domain | bead flow cytometry, Alexa488-MEK5 binding to MEKK2 mutant | percent response, % at 10 µM | actives 0.35% (n = 290,000); in the data active means percent response above about 24%, passing the limit was not always enough; further: inactives centre near 1; some results filed as inactive read as strong as hits; reference of the scale not given here
GPR7 antagonist = human neuropeptides B/W receptor 1 antagonism; GPR7-expressing cells, fluorescence antagonist assay; actives 1.1% (n = 290,000); inhibition, % at 4.4 µM; P48145; in the data active means inhibition above about 16%, passing the limit was not always enough;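 further: cells stimulated with the agonist NPW; 0% = agonist with vehicle and 100% = vehicle without agonist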
Target sequence (P48145 whole entry, looked up): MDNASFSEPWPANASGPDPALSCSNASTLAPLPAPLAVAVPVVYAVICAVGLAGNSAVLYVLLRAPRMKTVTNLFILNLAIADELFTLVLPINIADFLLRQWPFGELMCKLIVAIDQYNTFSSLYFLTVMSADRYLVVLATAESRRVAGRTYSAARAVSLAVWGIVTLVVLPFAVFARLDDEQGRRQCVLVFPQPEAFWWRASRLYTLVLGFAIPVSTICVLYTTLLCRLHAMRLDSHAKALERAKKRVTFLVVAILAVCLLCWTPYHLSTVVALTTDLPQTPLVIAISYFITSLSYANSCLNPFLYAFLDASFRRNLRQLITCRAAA
OXTR agonist = activates the human oxytocin receptor | activation, % at 3 µM | CHO-OTR cells, Fluo-8 calcium fluorescence; normalized: DMSO 0%, oxytocin 100% | P30559 | AID 2435 | actives 0.32% (n = 320,000);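 active means activation above the mean of all tested compounds plus 3 SD, cutoff set per screening run, cut at about 20% in these data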;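 further: peak over basal fluorescence ratio from a 100 s FLIPR kinetic read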
MEKK2wt PB1 HTS = raises or lowers MEK5 binding to wildtype human MEKK2 PB1 domain; Q9Y2U5; bead flow cytometry, Alexa488-MEK5 binding to MEKK2 WT; actives lie on both sides; binding response (% of control), % at 10 µM; actives 1.1% (n = 290,000); in the data active means binding response below about 67% or above about 130%
NALP1 yeast inh = NALP1 inhibition; S. cerevisiae NALP1/ASC/caspase-1 growth, X-gal OD620, 72 h; inhibition, % at 10 µM; actives 0.61% (n = 280,000); AID 2071; in the data active means inhibition mostly above about 24%, no sharp cut-off; inactive means mostly below about 32%; further: some compounds called inactive have numbers as strong as hits
OXTR potentiate = potentiators of human oxytocin receptor; P30559; CHO-OTR cells, Fluo-8 calcium fluorescence, potentiator mode; 0% = oxytocin EC15, 100% = EC100; activation, % at 3 µM; actives 0.061% (n = 320,000);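 active means activation above that plate's cutoff, the mean activation of tested compounds plus 3 SD, cut at about 6.6% in these data, passing the limit was not always enough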;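 further: 100% uses oxytocin at 75 nM as the full agonist control; some results filed as inactive read as strong as hits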
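Assay system: CHO-OTR cells, human receptor / Also added: oxytocin at about EC15, sub-maximal agonist stimulus / Dosing: single dose, 3.0 µM nominal final compound concentration / Incubation: 6 min pre-incubation, 100 s read / Technique: Fluo-8 calcium dye fluorescence / Read-out: % activation vs EC15 and EC100 oxytocin / Benchmarks: EC15 oxytocin low, 75 nM oxytocin high / Replicates: singlicate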
M18AAP inhibitor = PfM18AAP enzyme inhibition. inhibition, % at 7.35 µM. actives 1.2% (n = 290,000). recombinant PfM18AAP, H-Glu-NHMec fluorogenic cleavage;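 active means inhibition above the campaign mean inhibition over all tested compounds plus 3 SD, cut at about 28% in these data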;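 further: 0% = plate median of test compound wells and 100% = 2 mM ZnCl2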
GalR3 antag = human GalR3 antagonism; HEK293 GalR3-CNG cAMP membrane potential fluorescence; galR3 body fused to GalR1 C-terminus; O60755; inhibition, % at 3 µM; actives 0.44% (n = 360,000);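 active means inhibition above the screen-wide average plus 3 SD, cut at about 13% in these data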;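 further: forskolin and galanin both at EC90 stimulate the cells; cAMP rise reported by CNG channel membrane potential dye signal; 0% = forskolin plus galanin with DMSO and 100% = forskolin alone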
Target sequence (O60755 1-299 limits assumed): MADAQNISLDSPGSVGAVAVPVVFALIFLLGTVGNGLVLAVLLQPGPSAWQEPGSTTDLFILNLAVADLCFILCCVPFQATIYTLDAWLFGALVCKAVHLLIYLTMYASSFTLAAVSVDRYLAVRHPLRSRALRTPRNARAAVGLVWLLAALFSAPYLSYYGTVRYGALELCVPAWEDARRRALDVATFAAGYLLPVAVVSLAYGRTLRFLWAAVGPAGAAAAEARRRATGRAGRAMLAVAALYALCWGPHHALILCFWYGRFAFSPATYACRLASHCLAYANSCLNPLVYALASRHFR
V1R ag counter = V1a receptor agonism, counter-screen for OXTR agonists; activation, % at 3 µM; actives 0.25% (n = 320,000); P37288; CHO-V1R cells, Fluo-8 calcium fluorescence, agonist mode; 0% DMSO, 100% 3 nM vasopressin;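 active means activation above the mean activation of all tested compounds plus 3 SD, per screening run, cut at about 20% in these data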;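 further: signal is peak over basal fluorescence ratio across a 100 second FLIPR read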
Target sequence (P37288 whole entry, looked up): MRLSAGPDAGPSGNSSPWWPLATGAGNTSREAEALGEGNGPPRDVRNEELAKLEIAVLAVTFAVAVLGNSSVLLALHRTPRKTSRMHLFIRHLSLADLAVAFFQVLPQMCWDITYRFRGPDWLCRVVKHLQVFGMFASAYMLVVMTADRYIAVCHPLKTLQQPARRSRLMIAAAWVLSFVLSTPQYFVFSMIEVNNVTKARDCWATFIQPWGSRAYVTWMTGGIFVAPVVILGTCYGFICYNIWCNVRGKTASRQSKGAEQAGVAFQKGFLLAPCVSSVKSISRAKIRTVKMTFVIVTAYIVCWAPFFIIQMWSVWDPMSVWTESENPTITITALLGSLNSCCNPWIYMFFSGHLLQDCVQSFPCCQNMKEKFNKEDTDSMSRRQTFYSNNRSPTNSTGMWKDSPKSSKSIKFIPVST
Starred values were filed as active, the others as inactive; / = no result given; [ ] = another dose, or the depositor's remark.

SMILES	MEKK2 mut-MEK5	GPR7 antagonist	OXTR agonist	MEKK2wt PB1 HTS	NALP1 yeast inh	OXTR potentiate	M18AAP inhibitor	GalR3 antag	V1R ag counter
Cc1ccccc1C(=O)NCC(=O)OC(C)C(=O)NC(C)CCc1ccccc1 (stereo unspecified)	/	/	-0.5	/	/	-1.1	/	-5.0	0.1
Cc1c(NC(=O)c2ccccc2)cccc1[N+](=O)[O-]	-2.0	-14.7	-0.8	97.0	26.9	-5.9	8.7	0.4	0.1
COc1ccc(CCC(=O)OCc2csc(CC(=O)Nc3ccccc3C)n2)cc1	4.0	3.0	-0.1	106.0	15.5	-3.1	-15.8	5.3	2.1
CCN(CC)S(=O)(=O)c1ccc2c(c1)N(CC(=O)N1CCC(C(N)=O)CC1)C(=O)CO2	-1.0	0.1	-0.4	101.0	-4.4	-8.0	0.2	3.7	0.5
CC[N+](C)(CC)CC(O)COCC1COc2ccccc2O1 (stereo unspecified)	8.0	-1.8	1.0	106.0	35.5	6.3	-10.1	-1.3	-0.5
Cn1c(SCC(=O)Nc2ccc3cn[nH]c3c2)nnc1-c1cccs1	-11.0	-1.6	-1.4	90.0	21.0	-9.6	-4.5	-1.7	1.1
Cc1cc(C)cc(NC(=O)CN(c2ccc(F)cc2)S(C)(=O)=O)c1	-13.0	-5.7	-0.4	89.0	10.5	-15.5	0.7	-4.8	0.7
C/[N+]([O-])=C1\Cc2ccccc2C1=O	17.0	0.0	-0.4	106.0	-0.4	0.1	-4.2	2.3	-1.4
O=C(NCc1cccnc1)c1ccc(NC(=O)c2ccco2)cc1	0.0	2.9	-0.1	96.0	25.5	-10.1	-12.1	-3.0	0.5
COc1cc(C(=O)N[C@H](C(=O)NC2CCCCCC2)C(C)C)cc(OC)c1OC	9.0	-0.2	-2.2	108.0	-13.4	-11.2	-0.7	2.9	-1.1
O=C(Cc1ccccc1)NC1CCS(=O)(=O)C1 (stereo unspecified)	6.0	-12.7	0.0	100.0	-58.6	-11.8	0.2	6.2	1.2
O=C(NCc1ccco1)c1ccc(Cl)nc1	-18.0	-8.8	1.8	94.0	12.9	-5.2	-11.3	-1.3	-0.3
COc1ccc(OC)c(/C=C/C(=O)OCC(=O)NCc2ccccc2)c1	/	/	-1.6	/	/	-0.8	/	-8.7	-0.7
c1ccc(-c2csc(Nc3ccccn3)n2)cc1	5.0	-11.7	-2.3	113.0	17.8	-3.0	4.7	-6.2	-1.5
COc1ccc(CN(C)C(=O)Cn2ccsc2=N)cc1OC	1.0	-4.5	-0.3	98.0	2.2	-8.9	0.0	-9.2	1.3
CC(C)(C)c1cc(N2CCOCC2)n2ncc(-c3ccccc3)c2n1	-2.0	-12.8	-0.4	94.0	15.9	-6.2	-13.1	2.1	-0.1
COc1ccc(C(=O)O)cc1S(=O)(=O)Nc1ccc(C)cc1	2.0	-8.2	-0.4	112.0	-9.0	-8.3	-2.5	-4.5	0.3
O=C(c1ccccc1)N1N=C(c2ccco2)CC1c1cccs1 (stereo unspecified)	0.0	-1.4	-1.9	102.0	-0.8	-1.8	-7.5	-1.9	0.1
CN1CCN(NC(=O)c2cc(Br)ccc2Cl)CC1	0.0	-5.6	0.5	104.0	9.5	-0.3	-0.9	7.5	0.7
COCCn1c(C)cc(/C=C2/NC(=O)N(c3ccc(Cl)cc3)C2=O)c1C	2.0	1.8	1.4	98.0	31.3	-5.8	2.3	3.1	1.0
CCn1c(SCC(=O)NC(C)C)nnc1-c1cccs1	9.0	-2.3	0.0	107.0	7.7	-5.2	-7.7	-2.8	-0.1
CC(=O)Nc1cccc2c1C(=O)N(c1ccccc1C)C2=O	-9.0	-18.3	-0.6	86.0	-12.2	-4.8	-1.3	-3.3	-0.5
CCCCNC(=O)C1CCN(Cc2ccccn2)CC1	0.0	-16.7	-0.5	101.0	-7.9	-13.4	-6.8	-0.4	0.7
COC(=O)c1ccccc1NC(=O)N1CSC[C@H]1C(=O)OC	2.0	-13.4	0.3	97.0	5.9	-8.5	-10.3	1.3	-0.4
CCN1CCN(C/C(C)=C/c2ccccc2)CC1	5.0	-14.4	/	104.0	15.4	/	-2.3	-3.1	/
O=C(NCC1CCCO1)C1CC1(c1ccccc1)c1ccccc1 (stereo unspecified)	23.0	5.3	-1.3	111.0	30.4	-11.4	-6.2	-0.2	-0.3
CC(C)CCn1c(Oc2ccc(Cl)cc2)nc2c1c(=O)n(C)c(=O)n2C	6.0	-0.7	-2.3	98.0	0.1	-0.6	-12.2	-3.3	0.0
O=C(NCC(c1ccco1)N1CCCCC1)c1cccc(S(=O)(=O)Nc2ccccc2Cl)c1 (stereo unspecified)	1.0	-9.9	0.3	103.0	12.1	-7.4	0.9	-3.9	3.4
CCS(=O)(=O)N1CCN(c2ccnc3cc(Cl)ccc23)CC1	-19.0	-4.7	0.6	93.0	25.3	-3.4	-15.8	-5.5	1.5
O=C1CN(C(=O)/C=C/c2cccc(Cl)c2)c2ccccc2N1	/	-7.3	-2.0	/	6.3	-11.7	-2.7	-0.3	0.8
O=C(Nc1ccc2ccccc2c1)/C(=C/c1cccc(Br)c1)NC(=O)c1ccco1	1.0	-10.2	0.4	109.0	25.1	-2.6	1.2	-8.3	1.0
O=C(O)c1cc(=O)n(Cc2ccccc2)c(=O)[nH]1	11.0	-4.2	/	98.0	6.3	/	3.1	-1.8	/
Cc1cccnc1NC(=O)c1ccc2c(c1)OCCO2	/	/	-0.4	/	/	-18.4	/	-1.5	0.7
COc1cc(-c2nc(Cc3c(F)cccc3Cl)no2)cc(OC)c1OC	5.0	-10.7	-1.0	108.0	3.9	1.3	4.4	-7.4	0.7
O=C(/C=C/c1cccc([N+](=O)[O-])c1)NCc1ccccc1	-10.0	-2.4	-1.3	82.0	-23.3	-2.9	-2.2	-4.7	0.3
COc1ccc(C2=NCCn3cccc32)c(OC)c1	2.0	-5.4	0.1	99.0	35.8	-10.2	10.7	-10.7	0.9
Cc1ccc(O)c(CP(=O)(c2ccccc2)c2ccccc2)c1	-2.0	-2.3	-1.9	98.0	24.0	-7.0	0.8	-5.3	2.6
Cc1ccccc1N1CCN(S(=O)(=O)c2ccc3ccccc3c2)CC1	8.0	-23.1	0.9	106.0	14.0	-16.9	-3.3	-0.5	0.2
CCOc1ccc(S(=O)(=O)NCCC(=O)NCC(c2ccc(OC)cc2)N2CCCC2)cc1 (stereo unspecified)	/	/	-0.2	/	/	-1.3	/	-3.8	-0.3
O=C(COC(=O)c1n[nH]c2ccccc12)NC(=O)NC1CCCC1	9.0	1.2	1.7	111.0	-2.7	-2.9	-5.8	-8.9	4.0
COCc1cc(=O)[nH]c(/N=C(\N)Nc2cccc(C)c2)n1	-11.0	-1.6	1.4	70.0	50.8	3.5	-7.9	-2.5	0.1
COc1ccccc1-n1cnnc1SC(C)C(=O)Nc1ccc(NC(C)=O)cc1 (stereo unspecified)	-5.0	-5.4	-0.1	56.0*[inhibitor]	9.3	-6.4	-7.3	-1.8	1.2
O=C(/C=C/c1ccccc1)Nc1cccnc1Oc1ccccc1F	-1.0	2.3	-2.4	105.0	1.6	-1.6	-10.6	-0.1	-1.0
Cc1cccc(C)c1-n1nnnc1SCC(=O)c1c(N)n(C2CC2)c(=O)[nH]c1=O	/	/	5.8	/	/	-7.6	/	-2.1	19.2
COc1ccc(-c2cc(C)no2)cc1S(=O)(=O)NCC1CCN(Cc2cc(C)ccc2C)CC1	22.0	3.4	3.0	143.0*	11.0	-14.7	3.2	-5.5	0.6
CCN=C1S/C(=C\c2cc(Br)ccc2OCC(=O)OCC)C(=O)N1CC	-1.0	-5.4	-0.9	101.0	22.2	-6.8	-3.8	-2.6	-0.4
CN1CCN(CCOC2Cc3ccccc3Sc3ccc(Cl)cc32)CC1 (stereo unspecified)	-2.0	23.4*	6.2	100.0	32.4	-8.9	-0.1	-6.8	4.3
CCN(CC(=O)NCc1ccc(Cl)cc1)C(=O)CSCC(=O)Nc1cccc(C)c1	5.0	-4.2	0.7	99.0	6.8	-6.9	2.3	-1.6	1.1
C#Cc1ccc(CN2CCC(Oc3cc(C(=O)NC4CC4)ccc3OC)CC2)cc1	13.0	3.1	/	117.0	-2.2	/	1.7	-6.3	/
COc1ccccc1NC(=O)CN(Cc1ccco1)C(=O)c1cncc(Br)c1	-3.0	-10.2	-0.6	91.0	7.7	-2.0	-8.4	3.1	-0.6
Nc1nnc(CC(=O)N/N=C/c2ccccc2OCc2ccc(F)cc2)s1	9.0	-9.9	0.2	108.0	/	-2.2	-0.8	-2.4	0.0
O=[N+]([O-])c1cccc(/C(=N/N=C/c2ccccc2Br)C23CN4CN(CN(C4)C2)C3)c1	0.0	-0.3	1.4	101.0	1.1	-9.3	1.4	-3.3	2.6
CN(C)CCCN(C(=O)c1ccc(S(=O)(=O)N2CCCCCC2)cc1)c1nc2cc3c(cc2s1)OCCO3	/	/	3.0	/	/	-2.3	/	-2.0	-0.6
Cc1cc2[nH]c(=O)c(=O)[nH]c2cc1S(=O)(=O)NCc1ccc(Cl)cc1	-2.0	8.3	-0.6	100.0	6.1	-3.3	-1.6	/	0.5
CC1=CCC2C(=O)N(c3nc(C)cc(C)n3)C(=O)C2C1 (stereo unspecified)	-3.0	-4.4	0.2	99.0	-2.6	-11.8	-11.0	-1.9	0.4
O=C(NCc1ccco1)/C(=C\c1ccco1)NC(=O)c1ccc(Br)o1	-2.0	9.1	-0.1	95.0	13.8	-1.9	9.7	-1.1	0.1
CCOc1ccc2nc(NS(C)(=O)=O)sc2c1	-5.0	-12.3	-0.6	90.0	6.9	-9.3	0.7	3.0	0.7
Cc1cccc2sc(NC(=O)Cn3cccc3)nc12	-3.0	6.6	0.3	105.0	27.2	-3.6	0.0	-2.5	-0.6
C=CCNc1ncnc2c1[nH]c1ccc(C)cc12	2.0	22.3	9.1	105.0	0.1	-9.7	-4.7	-1.8	9.2
O=C(C1CCCN(C2CC(=O)N(c3ccc(Cl)cc3)C2=O)C1)N1CCCC1 (stereo unspecified)	4.0	-13.8	/	108.0	-1.9	/	-3.1	-4.6	/
Cc1cc(NC(=O)CSc2nnc(-c3c[nH]c4ccccc34)n2-c2ccc(Cl)cc2)no1	-2.0	-6.4	0.7	90.0	6.6	-4.0	-7.2	-5.0	1.2
COc1ccc(CCNC(=O)COC(=O)/C=C/c2ccc(OC)cc2OC)cc1	/	/	-1.4	/	/	-6.1	/	-2.9	2.0
COCCN1C=C(C(=O)OC)C(c2ccccc2Cl)C(C(=O)OC)=C1	2.0	-13.1	-1.7	99.0	6.9	3.7	0.1	-2.9	-0.5

2 entries from above, set out differently:
Results follow in this order: MEKK2 mut-MEK5	GPR7 antagonist	OXTR agonist	MEKK2wt PB1 HTS	NALP1 yeast inh	OXTR potentiate	M18AAP inhibitor	GalR3 antag	V1R ag counter
> CN(C)CCCN(C(=O)c1ccc(S(=O)(=O)N2CCCCCC2)cc1)c1nc2cc3c(cc2s1)OCCO3
→ /	/	3.0	/	/	-2.3	/	-2.0	-0.6
> Cc1cc2[nH]c(=O)c(=O)[nH]c2cc1S(=O)(=O)NCc1ccc(Cl)cc1
→ -2.0	8.3	-0.6	100.0	6.1	-3.3	-1.6	/	0.5
